Screening results as filed in PubChem.
mcGAS MS inh – mouse cGAS inhibition by mass spec | Q8C6L5 | recombinant mouse cGAS, cGAMP by RapidFire MS | inhibition, % at 12.5 µM | 130,000 compounds, 0.18% hits | AID 1259397;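 active = inhibition of cGAS enzyme activity at or above 60%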;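 note: enzyme stimulated by 45 bp dsDNA with ATP and GTP substrates; cGAMP share of summed cGAMP plus half ATP and half GTP signals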
Target sequence (Q8C6L5 whole entry, looked up): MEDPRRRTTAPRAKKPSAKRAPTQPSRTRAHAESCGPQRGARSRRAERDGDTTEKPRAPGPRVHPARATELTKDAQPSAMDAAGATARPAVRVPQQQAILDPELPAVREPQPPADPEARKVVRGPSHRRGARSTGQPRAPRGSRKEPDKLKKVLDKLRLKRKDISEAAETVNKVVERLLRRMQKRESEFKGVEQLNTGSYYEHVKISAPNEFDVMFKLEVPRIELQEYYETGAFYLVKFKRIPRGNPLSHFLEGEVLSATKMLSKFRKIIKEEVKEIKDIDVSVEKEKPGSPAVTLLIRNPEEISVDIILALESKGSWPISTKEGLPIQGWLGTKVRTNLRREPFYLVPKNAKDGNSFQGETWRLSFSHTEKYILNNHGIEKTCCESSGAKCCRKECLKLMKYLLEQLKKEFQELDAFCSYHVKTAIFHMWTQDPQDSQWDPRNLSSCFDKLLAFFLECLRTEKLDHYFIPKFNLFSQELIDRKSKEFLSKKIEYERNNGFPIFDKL
An asterisk follows results filed as active; & = joins results of further samples.

SMILES | mcGAS MS inh
CC1(C(=O)Nc2ccc3c(c2)OCCO3)CCN1Cc1csc2ccccc12 (stereo unspecified) | -13.9
O=C(c1cnn(-c2ccccc2)n1)N1CCCC(COCc2ccccc2)C1 (stereo unspecified) | -0.6
COc1cccc(CC(=O)NC2CCCC(C(F)(F)F)C2)c1 (stereo unspecified) | -14.9
CC1CCCN(C(=O)C2(c3cccc(Cl)c3)CC2)CC1 (stereo unspecified) | -2.3
c1ccc2nc3c(nc2c1)CCc1nonc1-3 | -4.3
CCCOc1ccc(Cc2nn[nH]n2)cc1 | -2.4
Cc1nn(Cc2ccc(C(C)(C)C)cc2)c(C)c1S(=O)(=O)N(C)C | 4.4
C=CCN(C(=O)CCc1c(C)nn(C)c1C)C1CCS(=O)(=O)C1 (stereo unspecified) | -16.0
Nc1nonc1-c1noc(COc2ccc(F)cc2)n1 | -3.3
COc1ccc(CN(C)C(=O)CC2CCc3ccccc32)cc1O (stereo unspecified) | -12.7
CN(C(=O)COC(=O)c1ccc(Cl)cc1)C1CCS(=O)(=O)C1 (stereo unspecified) | -11.7
O=C1NC2(CCCC2)C(=O)N1CCC(=O)N1CCSc2ccccc21 | -6.2
Cc1noc(C(C)N2CCN(CCOC3CCCCC3C)CC2)n1 (stereo unspecified) | -2.8
O=C(c1ccc(O)cn1)N1CCc2[nH]nc(-c3ccc(-c4ccccc4)cc3)c2C1 | -8.8
O=C(CNc1ccc([N+](=O)[O-])cc1Cl)NC1CC1 | -2.5
Cc1ccccc1CSCC(=O)Nc1c[nH]c(=O)[nH]c1=O | -26.1
COc1ccc(OC)c(C#N)c1 | -5.8
CCOC(=O)c1c(C)[nH]c(C(=O)OCC(=O)N(C)C(C)C)c1C | -0.7
CC(=O)Nc1ccc(CC(=O)N(C)Cc2ccc(Cl)s2)cc1 | -3.6
CCC(=O)C(C)C(c1ccccc1)N(C)C(=O)c1ccccc1 (stereo unspecified) | -8.9
Cc1ccc(SC(C)C(=O)N(C)Cc2ncc[nH]2)cc1 (stereo unspecified) | -20.1
CN(C)S(=O)(=O)CCNC1CCN(c2ccc3c(c2)OCO3)CC1 | -13.0
COc1ccccc1N1CCN(C2CCCN(Cc3nc(C(C)C)cs3)C2)CC1 (stereo unspecified) | 6.2
Cn1ccnc1C(NC(=O)Nc1ccc2c(c1)OCO2)c1ccccc1F (stereo unspecified) | -0.7
Cc1cnc(CNS(=O)(=O)c2cccc(Cl)c2F)o1 | -1.9
C=C(C)CN(C)c1nc(C)nc2sccc12 | 9.7
CC(CN=c1c([N+](=O)[O-])nn(-c2ccc(Cl)cc2)n1O)c1ccccc1 (stereo unspecified) | -8.2
O=S(=O)(Cc1cccnc1)c1ccccc1 | 1.3
CN(C/C=C/c1ccccc1)C1CCS(=O)(=O)CC1 | -4.6
COc1cccc(CCNC(=O)CN2C(=O)[C@H]3C[C@H](O)CN3C(=O)c3ccccc32)c1 | -4.7
O=C(c1cc(C2CC2)[nH]n1)N1CCC(C(O)c2cccs2)CC1 (stereo unspecified) | -4.5
CC(=O)Oc1ccc(Cn2c(C)c(C(=O)NCc3ccc(C(C)C)cc3)sc2=O)cc1 | 1.6
COCCNc1c2c(nc3c(-c4ccccc4)c(C)nn13)CCCC2 | -8.6
CCOc1cc(C(OC(C)=O)OC(C)=O)ccc1OC(C)=O | 0.4
COc1ccc(NC(=O)c2cccc(-c3ccc4c(c3)C(=O)CC3(CCN(C(C)C)CC3)O4)c2)cn1 | 3.3
COc1cc2oc(=O)c3c(c2cc1Cl)CCC3 | -4.0
CCn1c(-c2ccccc2)nn(CN2CCN(C(=O)c3ccccc3)CC2)c1=S | -2.8
O=c1[nH]c2ccccc2cc1-c1noc(-c2ccccc2)n1 | 2.5
COc1ccc(-c2nc(CSC3CCCCNC3=O)co2)cc1 (stereo unspecified) | -4.3
CC(C)CCCC(C)C1CCC2C3=CC[C@H]4C[C@@H](O)CC[C@]4(C)C3CC[C@@]21C (stereo partly specified) | 1.6
Cc1cc(C)c(-c2ccc(=O)n(CC(=O)N3CCOCC3)n2)cc1C | -8.8
Cc1[nH]n(-c2ccccc2)c(=O)c1N=Nc1c(C)n(C)n(-c2ccccc2)c1=O | 49.5
C=CCC(CO)C/C(=C\I)CCCCC (stereo unspecified) | -11.5
CCOc1c(Br)cc(CNCc2nncn2C(C)C)cc1OC | -9.2
Cn1cc(C(=O)NCC(c2ccccc2)c2ccccc2)ccc1=O | -14.5
CC(O)c1cccc(OCc2ccc(S(=O)(=O)C(F)F)cc2)c1 (stereo unspecified) | -17.4
COc1ccc2c(c1)SC(C)C(=O)N2Cc1cccc(C(F)(F)F)c1 (stereo unspecified) | -1.6
O=C(OC1(C(=O)Nc2ccccc2)CCCCC1)c1ccccc1 | -5.9
Cc1ccc(C2(O)CCN(C(=O)c3cnc(-c4cccnc4)nc3)CC2)nc1 | -17.7
CN1CCC=C(CNS(=O)(=O)c2ccc(C(C)(C)C)cc2)C1 | -40.8
Nc1cc(N2CCc3[nH]nc(C(c4ccccc4)c4ccccc4)c3C2)ncn1 | -13.8
COCCN1CCCC(O)(CN(C)Cc2cnccn2)C1=O (stereo unspecified) | -25.3
O=C(O)Cc1nc(-c2cccnc2)n[nH]1 | -28.5
CN(Cc1ccc2c(c1)OCO2)Cc1cc(-c2ccccc2)no1 | -13.0
CC(=O)N1CCc2c(nc(-c3ccccn3)nc2NCCc2ccc(F)cc2)C1 | -34.4
O=C(c1cc(=O)c(OCc2ccc(F)cc2)c[nH]1)N1CCN(c2ccccc2)CC1 | -2.9
COCCn1cc(NC(=O)NC(C)CCc2ccccc2)c2ccccc21 (stereo unspecified) | -7.0
CCNC(=O)C(C)NC(=O)c1ccc(CN2C(=O)c3ccccc3S2(=O)=O)cc1 (stereo unspecified) | -4.8
Cc1cc(C)nc(Nc2cccc(OCc3nc(-c4cccs4)no3)c2)n1 | -11.0
O=C(CCc1nnc(CCCc2ccccc2)o1)N1CC[C@@H]2CCCC[C@H]2C1 | -12.6&-4.6

Following part.
SMILES | mcGAS MS inh
Cc1ccc(C=Nc2sc3c(c2C(N)=O)CCC3)s1 | -9.4
CC(CC(=O)NCCS(N)(=O)=O)c1ccccc1Br (stereo unspecified) | 2.2
CCOC(=O)C1CCCN(c2oc(-c3ccc(Cl)cc3)nc2C#N)C1 (stereo unspecified) | -6.9
NC(=O)c1noc(CN2C[C@@H]3C4CCC(CC4)[C@@H]3C2)n1 | -9.0
C=CC[C@@H]1CC=C[C@@H](C)N1C(=O)c1occc1C | -16.4
CCCc1cc(=O)[nH]c(SCc2cc(=O)n3ccsc3n2)n1 | -0.6
COc1cc(C#N)ccc1Oc1cc(Cl)nc(N)n1 | 1.0
O=P1(Nc2ccc(I)cc2)C=C(c2ccccc2)OC(c2ccccc2)=C1 | -11.9
COc1ccc2ccc(O)c(CN3CCc4sccc4C3)c2c1 | -2.9
CCCCn1c(=O)[nH]c(=O)c2c1nc(COC(=O)c1c(C)noc1C)n2CCC | 15.3
CC(c1ccccc1)N1CCCN(c2ccc(NC(=O)c3ccc(C(F)(F)F)cc3)cc2)C1=O (stereo unspecified) | -5.7
O=C(CSc1cn(CCNC(=O)c2ccccc2)c2ccccc12)NCc1ccccc1 | -10.1
Brc1ccc(-c2nc(Cc3ccccc3)no2)cc1 | -9.4
O=C(Nc1cccc2ccccc12)C1=NN(C2CCS(=O)(=O)C2)C(=O)CC1 (stereo unspecified) | -5.2
N#Cc1ccc(C(=O)N2CCCC(C(=O)NCC3CC3)C2)cc1 (stereo unspecified) | -10.8
CN(C)c1ccc(C(=O)Nc2scnc2-c2ccc(F)cc2)cn1 | 1.1
CC(=O)c1ccc(N2CCN(Cc3ncc(-c4ccccc4)o3)CC2)c(F)c1 | -3.6
CC(C)OCC(=O)Nc1ccc(N2CCCCC2)c2ccncc12 | -14.7
O=C(CN1C(=O)c2ccccc2C1=O)Nc1ccccc1F | 4.8
O=C(COC(=O)c1ccc(F)cc1[N+](=O)[O-])c1ccc(Br)cc1 | -5.4
O=c1[nH]c2ccc(-c3csc(-c4ccco4)n3)cc2[nH]1 | 15.2
C=CCOc1c(Cl)cc(C(=O)NCCc2cnc[nH]2)cc1Cl | -14.6
CC1NC(=O)NC2NC(=O)NC(C)C12 (stereo unspecified) | -2.1
CN(C)C(=O)c1nn(-c2ccc(F)cc2)cc1Br | -2.7
O[C@]12CCCC[C@H]1CN(Cc1ccc3c(c1)CCO3)CC2 | 0.5
CCN(C(=O)NC(C)C)C(C)CS(=O)(=O)CC (stereo unspecified) | -9.8
Nc1nc2c(s1)C(c1cccc3c1oc1ccccc13)CC(=O)NC2 (stereo unspecified) | 4.9
COCCNC(=S)NN=C1C=C(C)CC1 | 6.7
Cc1ccc(C)c(CC(=O)N(C)C(C)c2cccc(O)c2)c1 (stereo unspecified) | -11.9
CC1CN(Cc2nc3sc4c(c3c(=O)[nH]2)CCC4)CC(C)O1 (stereo unspecified) | -7.9
CC(O)CC(C)(C)CNC(=O)NC1CCN(C2CCCC2)C1 (stereo unspecified) | -5.7
CC1(C(=O)NS(=O)(=O)c2ccccc2)CCN1C(=O)c1ccccc1 (stereo unspecified) | -8.1
O=C(Nc1ccccc1)N1CCC(n2cc(CN3CCC[C@@H]3CO)nn2)CC1 | 10.5
COc1ccccc1/C=C/CN1CCCC(CNC(=O)c2ccc(F)cc2)C1 (stereo unspecified) | -6.5
CCC1=NOC(C(=O)NCc2ccccc2-n2ccnc2C)C1 (stereo unspecified) | -0.8
COc1ncccc1C(=O)N1CCCC(CCC(=O)N2CCOCC2)C1 (stereo unspecified) | -7.9
O=C(NCc1cnc(-c2ccccc2)s1)c1cn(CC2CCCO2)nn1 (stereo unspecified) | 4.7
Cc1[nH]nc(SCC(=O)N2CCCC2)c1[N+](=O)[O-] | 1.8
CC(OC(=O)Cn1c(=O)oc2ccccc21)C(=O)N1CCNC1=O (stereo unspecified) | -7.7
CCN(CC)C(=O)Cn1cc(C(=O)NCCCN2CCCc3ccccc32)nn1 | -4.7
COCc1nc(N(C)Cc2cccc3ncccc23)c2cnn(C)c2n1 | -18.6
Cc1c(NC(=O)CC2CCc3ccccc3C2)cccc1C(N)=O (stereo unspecified) | -8.7
CC(C)Cc1cc(-c2ccccc2)c(C#N)c(N)n1 | 1.2
CCCc1ncncc1C(=O)N1C[C@@H]2C3CCC(CC3)[C@@H]2C1 | -7.3
COCCNc1nc(NCc2ccc(NC(C)=O)cc2)c2sc(-c3ccccc3)cc2n1 | 7.3
Cc1c(C(=O)N2CCCC2)oc2c1-c1nn(CC(=O)N3CCCC3)cc1CC2 | -3.3
CO/N=C(\C(=O)O)c1csc(NN=C(C)C)n1 | -13.4
CNS(=O)(=O)Cc1ccccc1CNS(=O)(=O)c1cc(Cl)cc(Cl)c1 | -1.3
CCc1nc(C)c(-c2nc(CCc3ccccc3)no2)s1 | 2.9
Cc1nnc(CNC(=O)c2ccc3c(c2)ncn3-c2ccccc2)o1 | -2.3
Cc1nc2c(C)cccn2c(=O)c1NC(=O)c1cccc(F)c1 | 15.7
C=C(C)CSc1nnc(N)s1 | -3.3
CN(C)CCCNc1nc2cc(-c3cccc(Cl)c3)sc2c(=O)n1C | 12.6
COc1ccc(OCCCn2cnc3ccccc32)cc1 | -2.2
Cc1cccc2nc(CSc3nnc(-c4cccs4)n3C3CC3)cc(=O)n12 | 3.2
CCn1c(CC2CCN(C(=O)C3CCCCn4nnnc43)CC2)n[nH]c1=O (stereo unspecified) | -5.6
COc1ccc(C2NC(=O)NC3=C2C(=O)N(CCCOC(C)C)C3)cc1 (stereo unspecified) | -1.7
Cc1cc2nc(CN3CC(=O)N4CC[C@@H](O)C[C@H]4C3=O)[nH]c2cc1C | -7.0
O=C(c1csc(-c2cc3ccccc3[nH]2)n1)N1CCCC1 | -1.2
CCOC(=O)CC1COCCN1Cc1nc(-c2cc3c(cc2Cl)OCO3)oc1C (stereo unspecified) | -11.5&-11.0

(listing goes on)
SMILES | mcGAS MS inh
Cn1cc(C(=O)O)c(-c2ccc3c(c2)OCCCO3)n1 | 0.6
CC(=O)NCCNC(=O)C1(C)CCN1Cc1ccc2c(c1)OCCO2 (stereo unspecified) | -5.7
c1nc(NCCCN2CCOCC2)c2cn[nH]c2n1 | -1.1
O=C(NCc1ccc(S(=O)(=O)N2CCCCC2)s1)c1cc(Cl)cc(Cl)c1 | -14.8
CN(CC(=O)NC1(c2ccc(Br)cc2)CC1)c1ccc(Cl)cn1 | -8.0
CC1CCCC(C)N1C(=N)N (stereo unspecified) | -4.0
Cc1nn(C2CCS(=O)(=O)C2)c(C)c1C1NC(=O)c2ccccc2N1 (stereo unspecified) | -18.3
COc1cc(-n2ccnc2)cc(OC)c1OC | -9.7
C=CCn1c(=NC(=O)c2ccc(N3C(=O)CCC3=O)cc2)sc2cc(C)ccc21 | -6.7
Cc1occc1-c1nnc(SCC(=O)N(C)Cc2ccsc2)n1C | -9.3
CNC(=O)C(C)S(=O)(=O)Cc1cccc(Cl)c1 (stereo unspecified) | -17.0

The list is partial, so the mix of outcomes need not match the whole.
